Screening data deposited in PubChem BioAssay by several laboratories.
Mcl1 Bid PPI: Mcl-1/Bid interaction inhibition; 220,000 compounds, 0.97% hits; TR-FRET Mcl-1/Bid-Dy647 peptide binding, 1536-well; inhibition, % at 21.7 µM;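 active means compounds that cut the binding signal by more than half at the single screening dose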;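 further: His-tagged Mcl-1 with europium anti-His antibody binding Bid BH3 peptide; 0% = Mcl-1 plus peptide wells and 100% = peptide-only wells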
Target sequence (Q07820 whole entry, looked up): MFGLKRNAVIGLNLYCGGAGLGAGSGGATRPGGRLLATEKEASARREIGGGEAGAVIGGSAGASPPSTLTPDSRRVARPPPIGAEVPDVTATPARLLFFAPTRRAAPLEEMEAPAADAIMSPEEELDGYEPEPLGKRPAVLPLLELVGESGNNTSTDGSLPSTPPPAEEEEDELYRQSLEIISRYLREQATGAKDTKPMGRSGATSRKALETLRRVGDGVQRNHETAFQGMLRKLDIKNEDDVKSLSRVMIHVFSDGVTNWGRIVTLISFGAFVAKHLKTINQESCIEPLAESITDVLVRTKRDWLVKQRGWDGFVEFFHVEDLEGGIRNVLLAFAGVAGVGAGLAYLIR
Rac1 act GTP bind: human Rac1 activated mutant GTP binding change | P63000 | GST-Rac1 activated beads, fluorescent GTP binding, flow cytometry; actives lie on both sides; 100% means binding = to untreated wells | percent activity (GTP binding), % at 10 µM | 190,000 compounds, 0.11% hits;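 active means GTP binding at least 20 percentage points away from the 100% baseline, in either direction, so actives lie on both sides; inconclusive means Compound likely fluorescent itself, or too few beads counted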
Mcl1 Noxa PPI: Mcl-1/Noxa interaction inhibition; TR-FRET Mcl-1/Noxa peptide binding, 2 h; inhibition, % at 21.7 µM; 220,000 compounds, 1.5% hits; Q07820;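 active means compounds that cut the protein-peptide binding signal by more than 50% relative to plate controls in a single-dose test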;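 further: His-tagged Mcl-1 with rhodamine Noxa BH3 peptide and terbium anti-His antibody; 0% = Mcl-1 plus Noxa peptide wells and 100% = peptide-only wells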
Rab2A wt mod: changes GTP binding to wildtype dog Rab2A, up or down; GST-Rab2 wt beads, Bodipy-GTP binding, flow cytometry; GTP binding activity, % at 10 µM; 190,000 compounds, 0.19% hits; AID 760;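 active means GTP binding activity at least 20 points away from 100%, either lowered or raised; inconclusive means signal likely due to the compound's own green fluorescence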;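 further: 0% = beads with excess unlabeled GTP and 100% = no-compound control corrected for plate trend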
Cdc42 wt: human Cdc42 wildtype GTP binding change, either direction | GST-Cdc42 beads, Bodipy-GTP binding, flow cytometry; actives lie on both sides | AID 761 | P60953 | 190,000 compounds, 0.2% hits | percent activity (GTP binding), % at 10 µM;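 active means percent activity GTP binding at least 20 points away from the 100% baseline, either down as inhibitor or up as activator; inconclusive means compound flagged as likely green fluorescent from well-wide comparison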;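 further: median bead fluorescence of bound Bodipy-FL-GTP at 100 nM; 0% = excess unlabeled GTP control and 100% = no compound control; below 100% means less GTP binding so inhibitor and above means activator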
Target sequence (P60953 whole entry, looked up): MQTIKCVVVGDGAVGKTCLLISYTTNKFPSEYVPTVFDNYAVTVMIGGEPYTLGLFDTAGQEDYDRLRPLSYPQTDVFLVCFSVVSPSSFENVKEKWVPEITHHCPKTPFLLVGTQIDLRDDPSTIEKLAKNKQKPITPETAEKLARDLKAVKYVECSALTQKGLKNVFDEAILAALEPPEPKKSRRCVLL
RGS8-Gao reg: regulators of human RGS8-Galphao interaction; P09471; multiplexed bead flow cytometry, RGS8-Galphao binding; actives lie on both sides; response (percent of control binding), % at 10 µM; 220,000 compounds, 0.34% hits; AID 1423; in the data active means response below about 60% or above about 140%; inactive means in between;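 further: Galphao activated as the GDP aluminium fluoride complex binding bead-coupled RGS8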
Target sequence (P09471 whole entry, looked up): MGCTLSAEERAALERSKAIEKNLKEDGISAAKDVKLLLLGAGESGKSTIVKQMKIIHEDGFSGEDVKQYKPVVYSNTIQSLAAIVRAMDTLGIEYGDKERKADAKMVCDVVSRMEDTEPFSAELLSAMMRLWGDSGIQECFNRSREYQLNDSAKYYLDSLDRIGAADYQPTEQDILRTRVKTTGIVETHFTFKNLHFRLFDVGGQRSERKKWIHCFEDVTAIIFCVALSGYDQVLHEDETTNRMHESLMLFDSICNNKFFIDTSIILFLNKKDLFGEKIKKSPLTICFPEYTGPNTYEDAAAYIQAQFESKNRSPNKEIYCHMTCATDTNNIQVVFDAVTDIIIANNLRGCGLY
Rac1 wt GTP bind: alters GTP binding to wildtype human Rac1; GTP binding activity (% of control), % at 10 µM; GST-Rac1 beads, fluorescent GTP binding, flow cytometry; actives lie on both sides; 0 = cold GTP competed, 100 = untreated; 190,000 compounds, 0.27% hits; P63000;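 active means GTP binding activity at least 20 points away from the 100% control level, either lower or higher; inconclusive means compound flagged as likely green fluorescent, judged across all proteins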
HRas wt GTP bind: changes GTP binding to wildtype human HRas. AID 759. P01112. GTP binding activity, % at 10 µM. 190,000 compounds, 0.14% hits. GST-Ras wt beads, Bodipy-FL-GTP binding, flow cytometry; actives lie on both sides;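 active means GTP binding activity at least 20% away from the 100% baseline, either lowered as inhibitor or raised as activator; inconclusive means flagged as likely green fluorescent, judged across all proteins in the well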;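 further: 0% = unlabeled GTP competition control and 100% = no-compound control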
Target sequence (P01112 whole entry, looked up): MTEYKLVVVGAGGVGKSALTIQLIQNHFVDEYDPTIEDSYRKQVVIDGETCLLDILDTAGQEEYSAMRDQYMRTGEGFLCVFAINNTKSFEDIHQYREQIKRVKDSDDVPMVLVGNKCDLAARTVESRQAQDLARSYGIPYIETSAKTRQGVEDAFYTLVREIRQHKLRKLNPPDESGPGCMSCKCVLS
Bim-Mcl-1: inhibitors of Bim-Mcl-1 interaction, human; Q07820; Bead-based flow cytometry, Bim peptide-Mcl-1 binding; inhibition, % at 10 µM; 190,000 compounds, 0.1% hits; in the data active means inhibition above about 40%;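 further: 0% = no compound tracer wells and 100% = peptide blocker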
Rab7 wt modul: alters GTP binding to wildtype dog Rab7; 190,000 compounds, 0.055% hits; AID 758; GST-Rab7 beads, fluorescent GTP binding, flow cytometry; actives lie on both sides; untreated = 100%, excess cold GTP = 0%; GTP binding activity (percent of control), % at 10 µM;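 active means fluorescent GTP binding to Rab7 beads changed by at least 20 points from the 100% baseline, either direction, mostly lower; inconclusive means compound itself probably fluorescent, or too few beads counted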;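 further: median green fluorescence of bound Bodipy-FL-GTP per Rab7 bead population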
Pf gametocyte: P. falciparum stage V gametocyte viability inhibition; P. falciparum stage V gametocytes, ATP luminescence, 24 h; inhibition, % at 10.9 µM; 150,000 compounds, 0.065% hits; AID 743093;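 active means inhibition above the mean plus 3 SD of compounds within the control limits, set per campaign, cut at about 38% in these data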;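 further: 0% = DMSO wells and 100% = medium only without gametocytes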
* = called active by the depositor; ? = inconclusive; nt = no result given.

SMILES	Mcl1 Bid PPI	Rac1 act GTP bind	Mcl1 Noxa PPI	Rab2A wt mod	Cdc42 wt	RGS8-Gao reg	Rac1 wt GTP bind	HRas wt GTP bind	Bim-Mcl-1	Rab7 wt modul	Pf gametocyte
Cc1cc(/C=C(\C#N)C(=O)NCc2cccs2)c(C)n1-c1ccccc1F	-28	99	-7	99	101	103	111	99	-1	100	nt
CCCCSc1nnc(-c2ccc(OC)cc2)n1C	-1	100	9	100	104	100	105	101	-4	102	nt
Cc1ccc([N+](=O)[O-])cc1NC(=O)c1ccc(CSc2ccccc2)cc1	4	96	9	95	99	103	101	95	-5	99	nt
CCn1c2ccccc2c2cc(NC(=O)CSc3nnc(C4CC4)n3Cc3ccco3)ccc21	1	100	25	101	102	97	102	99	-2	99	8
Nc1cc(S(=O)(=O)Nc2ccccc2Cl)ccc1N1CCOCC1	-24	96	7	99	100	98	102	96	-1	95	19
Nc1nonc1C(=O)NC(c1ccccc1)c1ccccc1	3	97	5	99	102	101	104	100	0	102	nt
CCCNC(=O)COC(=O)c1n[nH]c2ccccc12	-28	98	11	93	98	103	100	100	0	95	4
Cc1ccc(CCC(=O)Nc2ccc(S(N)(=O)=O)cc2)o1	-23	100	29	103	102	95	104	102	-2	101	-3
CC(C)NC(=O)CSc1nc(Cc2cccs2)nc2ccccc12	-7	97	21	98	98	64	100	98	-5	97	nt
Cc1cccc(OCc2nnc(SCc3cc(=O)[nH]c4ccccc34)n2-c2ccccc2)c1	-1	98	1	101	94	97	98	98	7	97	nt
COc1ccc(-c2cc(C(F)(F)F)nc(N3CCN(Cc4ccccc4)CC3)n2)cc1OC	-7	96	1	98	94	100	100	97	-7	101	nt
COc1ccc(NS(=O)(=O)c2ccc(NC(=O)Cc3cccs3)cc2)cc1	-14	96	14	98	94	93	99	98	-5	99	nt
O=C(Nc1ccncc1)C1COc2ccccc2O1 (stereo not given)	-19	96	14	98	103	101	97	98	-1	98	-6
O=C(CN(c1ccccc1)S(=O)(=O)c1ccc(Cl)cc1)Nc1ccccc1C(=O)N1CCCC1	9	96	11	98	96	100	100	97	-1	99	nt
CC(C)c1nc(SCC(=O)N2CCCC2)c2ccccc2n1	-1	100	3	103	105	98	102	103	2	104	18
CCn1c(=O)cc(OCC(=O)NCCc2ccc(OC)c(OC)c2)c2ccccc21	-23	96	12	98	100	104	102	100	-1	95	-11
COc1cc2cc(CN(CCCO)S(=O)(=O)c3ccccc3)c(=O)[nH]c2cc1OC	-6	101	5	98	107	98	105	99	-1	96	nt
NC1=NN=C(N2N=C(c3ccc(Br)cc3)CC2(O)C(F)(F)F)n2ncnc2C1 (stereo not given)	-27	97	-36	100	101	109	101	97	0	96	-8
COc1ccccc1/C=C/C(=O)NCC(=O)N/N=C/c1ccccc1[N+](=O)[O-]	-19	93	16	100	94	99	95	99	-2	104	nt
Cc1ccc(CNC(=O)c2ccc(NC(=O)CCS(=O)(=O)c3cccs3)cc2)cc1	10	99	-3	101	105	113	107	103	-2	104	-10
Cc1ccc(C(=O)N/C(=C\c2ccco2)C(=O)NCc2cccnc2)cc1	-26	100	13	98	102	97	103	98	0	97	7
Cc1ccc(NC(=S)N2CCN(S(=O)(=O)c3c(F)cccc3F)CC2)cc1C	-28	97	14	102	103	100	105	100	0	110	nt
Cn1c(SCC(=O)N2CCc3ccccc3C2)nnc1-c1cccs1	8	96	2	97	98	93	98	96	0	102	nt
CC(C)CNc1oc(-c2ccc(F)cc2)nc1C#N	-35	101	14	100	100	103	105	99	-1	98	nt
CCOC(=O)CNC(=O)C1(c2ccccc2)CCCC1	-7	97	10	97	101	115	103	101	32	104	1
COc1ccc(NC2=NCC(=O)N2c2ccccc2F)c(OC)c1	-54	96	5	98	95	100	96	98	2	99	nt
CN(C)c1nc(Oc2ccc(N)cc2)nc(N(C)C)n1	8	97	18	98	101	102	104	98	-1	97	1
Cc1ccc(CN(C(=O)c2cc(=O)c3cc(Cl)c(C)cc3o2)C2CCS(=O)(=O)C2)cc1 (stereo not given)	-6	100	-11	103	102	102	104	105	-1	102	28
COc1ccc(CNC(=O)c2cccc(NC(=O)c3ccccc3)c2)cc1	-13	95	12	97	99	98	97	97	0	95	nt
Cc1ccc(C)c(C(=O)CN2C(=O)CCC2=O)c1	-45	95	4	97	100	99	100	99	0	100	13
Cc1ncoc1C(=O)Nc1ncc([N+](=O)[O-])s1	-29	94	30	94	92	97	96	96	2	102	-3
COc1ccc(S(=O)(=O)Cc2ccc(C(=O)N3CCN(c4ccc(Cl)cc4)CC3)o2)cc1	-15	101	1	105	102	101	108	104	1	102	nt
COc1ccc(S(=O)(=O)Nc2nc3ccccc3nc2Nc2ccc3c(c2)OCO3)cc1	0	94	22	95	95	102	97	96	-3	98	nt
O=C(O/N=C1/CCCc2occc21)c1ccc(F)cc1	8	97	16	98	95	102	101	97	2	102	5
CN(CCOc1ccc(-c2ccn(S(=O)(=O)c3c(Cl)cccc3Cl)n2)cc1)c1ccccn1	3	100	6	102	101	96	106	103	-7	103	nt
Cc1cc2c(c(=O)n1Cc1ccccn1)C(C(C)C)C(C#N)=C(N)O2 (stereo not given)	-7	100	18	102	107	96	109	104	9	104	nt
CCn1nc(C(=O)OCC(=O)c2ccc3c(c2)OCCO3)c2ccccc2c1=O	-33	98	0	100	100	97	98	100	0	99	nt
CN(C[C@H](Cc1ccccc1)N(C[C@@H](CC1CCCCC1)N(CCc1ccccc1)N=O)N=O)N=O	-6	94	3	97	93	106	95	97	2	103	nt
COc1nc(C)c2cc(C)oc2n1	6	99	8	96	104	107	101	101	-2	95	4
O=S(=O)(c1ccc(F)cc1)N1CCCC(CO)C1 (stereo not given)	2	?	-8	?	?	99	?	?	-6	?	nt
Cc1ccc(C=Nc2cccnc2N)cc1	-11	99	16	102	102	103	100	99	3	98	nt
Cc1ccc(NC(=S)NCCCN2CCOCC2)cc1	-43	99	11	96	103	102	102	100	-4	99	7
CCOC(=O)C1=C(CC)OC(N)=C(C#N)C1c1ccc(NC(C)=O)cc1 (stereo not given)	-17	99	7	98	102	87	105	98	-1	96	9
O=C(N/N=C/C=C\c1cccc([N+](=O)[O-])c1)c1ccccn1	-6	96	12	97	102	100	100	98	-1	99	13
O=C(O)/C=C/C(=O)NNC(=O)c1ccc(Cl)cc1Cl	-2	95	35	97	97	99	96	95	2	95	nt
CCCC(=O)Nc1ccc2oc(-c3ccncc3)nc2c1	14	95	-18	94	98	105	97	97	-2	97	5
CC(=O)CC(C)=NCCN=C(C)CC(C)=O	-14	98	7	99	102	94	104	101	-2	103	nt
Cc1cc(OCC(O)CN(CCO)CCO)ccc1Cl (stereo not given)	12	99	3	106	101	101	100	103	1	105	nt
COc1ccc(OCC(=O)N2CCOCC2)cc1	-7	102	-14	106	109	99	108	106	5	105	nt
COCCNC(=O)C(=O)Nc1ccc(Cl)cc1C	-71	98	10	97	99	95	102	98	-1	95	-10
COc1cc(/C=C(/NC(=O)c2ccccc2)C(=O)Nc2ccc(O)cc2)c([N+](=O)[O-])cc1OC	-32	102	1	101	105	113	108	102	-6	102	-13
CC(C)C(=O)OCCN=C1NS(=O)(=O)c2ccccc21	-24	100	-6	101	104	103	109	102	-1	100	12
Cc1cccn2c(Nc3ccccc3)c(-c3ccccn3)nc12	-58	91	-1	94	90	101	93	92	-1	97	-6
CC(C)C(C(=O)Nc1ccc2c(c1)OCCOCCOCCOCCO2)N1C(=O)c2ccccc2C1=O (stereo not given)	-6	99	29	101	101	100	100	98	0	103	13
O=C(NCc1ccccc1Cl)c1ccc2c(=O)n(CCCN3CCCC3=O)c(=S)[nH]c2c1	-59	95	-7	96	101	100	104	100	2	100	5
CCN(CC)CCCNC(=O)CC1Sc2ccccc2NC1=O (stereo not given)	-10	96	19	100	102	115	100	102	-3	100	nt
COc1ccc(Br)cc1CNCCSc1nnnn1C	-9	102	17	105	107	99	112	105	-6	105	nt
Clc1ccc(-c2cccs2)nn1	-31	93	14	97	97	102	95	98	0	102	3
Cc1ccc(SCCC(=O)N2CCC(C)CC2)cc1	-12	101	8	103	103	79	106	103	-3	98	0
Cn1c(Cc2ccccc2)nnc1SCC(=O)NCCc1ccccc1	-20	94	-11	97	96	104	101	98	0	100	-4
Next part.
SMILES	Mcl1 Bid PPI	Rac1 act GTP bind	Mcl1 Noxa PPI	Rab2A wt mod	Cdc42 wt	RGS8-Gao reg	Rac1 wt GTP bind	HRas wt GTP bind	Bim-Mcl-1	Rab7 wt modul	Pf gametocyte
CCOC(=O)c1c(CN(C)C)oc2cc(CN(C)C)c(O)c(CSc3ccccc3)c12	-1	101	7	100	103	103	105	102	1	98	nt
CC(C)(C)N/N=C1\CC(c2ccccc2)Oc2ccccc21 (stereo not given)	-55	97	-21	97	100	97	104	97	-4	96	-24
CC(=O)NCCc1ccc(S(=O)(=O)NCc2ccc3c(c2)OCO3)cc1	-10	98	12	99	100	101	97	98	-3	96	nt
Cc1cc(NC(=O)CS(=O)(=O)c2cn(Cc3ccccc3Cl)c3ccccc23)no1	-13	100	6	100	103	100	108	100	0	100	nt
N=c1c2c(n(Cc3ccccc3)c3c1CCC3)CCC2	-6	102	4	102	106	101	104	103	-1	104	nt
COc1ccc(NC(C#N)c2ccccc2OCc2ccccc2)cc1 (stereo not given)	-32	99	17	94	100	101	99	94	-1	94	27
O=C(CS(=O)CC(=O)N(CC(=O)NC1CCCC1)c1ccc2c(c1)OCCO2)Nc1ccc(F)cc1 (stereo not given)	2	97	10	99	100	90	101	99	-4	96	-10
C#CCN1C(=O)C(O)(CC(=O)c2cc(OC)ccc2OC)c2ccccc21 (stereo not given)	-23	?	15	?	?	106	?	?	1	?	nt
Cc1ccc(-n2nnnc2-c2cnc3cc4c(cc3c2C)OCO4)cc1	-9	97	25	98	100	97	98	99	-2	96	-4
Cc1ccc(-c2nnc(SCC(=O)N3c4ccccc4NC(=O)C3(C)C)n2N)cc1	-9	95	17	95	97	101	96	94	0	96	-13
CN(C)S(=O)(=O)c1cccc(NC(=O)COC(=O)/C=C/c2cccs2)c1	-22	94	8	96	94	102	98	94	-2	95	-19
CCCCNC(=O)c1nn(-c2ccccc2OC)c(=O)c2ccccc12	-18	99	7	100	101	99	106	100	0	103	18

2 compounds drawn at random from those above:
SMILES	Mcl1 Bid PPI	Rac1 act GTP bind	Mcl1 Noxa PPI	Rab2A wt mod	Cdc42 wt	RGS8-Gao reg	Rac1 wt GTP bind	HRas wt GTP bind	Bim-Mcl-1	Rab7 wt modul	Pf gametocyte
Cc1ccc(-n2nnnc2-c2cnc3cc4c(cc3c2C)OCO4)cc1	-9	97	25	98	100	97	98	99	-2	96	-4
Cc1ccc(C)c(C(=O)CN2C(=O)CCC2=O)c1	-45	95	4	97	100	99	100	99	0	100	13
